High-throughput results from PubChem.
Hsp70 inhibitors: Hsp70 inhibitors, probe displacement, primary screen, biochemical, fluorescence polarization (AID 583); Hsp70 fluorescence polarization probe displacement, mP; higher % means a stronger effect; one-dose displacement, % at 20 µM; IC50 in µM for titrated hits; 140,000 compounds, 0.06% hits; in the data active = displacement above about 50%;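 also: plate controls were vehicle for no effect and reference ligand for full effect; a part of the inactive calls stands beside numbers as strong as those of hits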
Rat MKP-3 inhibitors: MKP-3 phosphatase inhibitors, primary screen, biochemical, rat enzyme, in vitro (AID 425); recombinant MKP-3 phosphatase activity, fluorescence; higher % means a stronger effect; inhibition, % at 20 µM, or IC50 in µM where a hit was titrated; 110,000 compounds, 0.17% hits; in the data active = inhibition above about 50%;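 also: plate controls were vehicle for no effect and reference inhibitor for full effect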
An asterisk follows results filed as active; · = not tested or not shown; & = joins results of further samples.

mol,Hsp70 inhibitors,Rat MKP-3 inhibitors
COc1ccc(-c2nc(CS(=O)CC(=O)NCc3ccco3)c(C)o2)cc1OC (stereo not given),-4.4%,-1%
COC(=O)CNc1nc(-c2cccnc2)nc2ccccc12,-2.1%,2%
O=C(c1ccc(F)cc1)N1C2CCC1CC(O)(c1ccccc1F)C2 (stereo not given),1.4%,-5%
O=C(Nc1cccnc1)c1ccc(NC(=O)c2ccco2)cc1,-5.3%,-9%
Cc1noc(/C=C/N(C)C)c1S(=O)(=O)N1CCCC(C(=O)NCc2cccs2)C1 (stereo not given),-5.0%,-10%
CCc1nnc(NS(=O)(=O)c2ccc(N3C(=O)C4CC=C(Cl)CC4C3=O)cc2)s1 (stereo not given),·,-6%
O=C(Nc1ccc(Br)cc1)C1c2ccccc2Oc2ccccc21,0.7%,2%
O=C(COc1nncc2ccccc12)NCCC1=CCCCC1,-3.1%,-6%
CC1=C(C(=O)OC(C)C)C(c2cccs2)N2C(=O)CCSC2=N1 (stereo not given),1.7%,-13%
CCOn1c(=O)c(=O)n(OCc2ccccc2)c2ccccc21,0.5%&6.8%,-8%&-14%
COC(=O)c1ccc(CSc2nc(C)nc3sc(C)c(C)c23)o1,-0.1%,4%
COc1ccc(OC(=O)CCCN2C(=O)c3ccccc3C2=O)cc1,-4.3%,-12%

mol,Hsp70 inhibitors,Rat MKP-3 inhibitors
CCOC(=O)C1CCN(S(=O)(=O)c2cn(C)c(=O)n(C)c2=O)CC1,3.9%,2%
O=C1NC(c2ccc(F)cc2)Oc2ccccc21 (stereo not given),4.0%,1%
CCN(CC)CCOCCOc1cc(C)c(Cl)c(C)c1,-5.8%,·
CCC1Oc2ccc(C)cc2N(CC(=O)NCc2cccc(OC)c2)C1=O (stereo not given),0.4%,-7%
O=C(Nc1cccc2nsnc12)c1cccs1,0.1%&-2.1%,-12%&2%
Cc1cc(C)n(C(=O)CNC(=O)c2ccco2)n1,-1.3%&-0.2%,-4%&1%
CCOC(=O)C(CCOc1ccc(C)c(C)c1)C(=O)OCC,-4.7%,2%
Cc1cccc(N2CCN(C(=O)c3cc4c(=O)n(C)c5ccccc5c4n3C)CC2C)c1 (stereo not given),-1.0%,1%
C=CCn1c(SCC(=O)Nc2c(C)cccc2C)nnc1-c1cnccn1,-4.0%,-4%
CCCNC(=O)COC(=O)c1ccc(S(=O)(=O)N2CCCCCC2)cc1,5.3%,1%
COc1ccc(C(=O)Nc2ccncc2)cc1Br,-4.6%,2%
O=c1c2ccccc2nc(SCCc2ccccc2)n1Cc1ccccc1,3.5%,-2%

mol,Hsp70 inhibitors,Rat MKP-3 inhibitors
Cc1ccnc(Nc2nc(-c3c(C)nc4sccn34)cs2)c1,1.2%,2%
Cc1cc(C(=O)CN2C(=O)NC3(CCCCC3)C2=O)c(C)n1Cc1ccc2c(c1)OCO2,1.4%,-14%
COc1ccc(OCC(O)CN2C(=O)NC(C)(C)C2=O)cc1 (stereo not given),0.1%,-9%
O=C(CSc1nc2ccccc2s1)Nc1nccs1,3.1%,·
Nc1ccc(O)c(-c2nc3ccc(N)cc3[nH]2)c1,23%,21%
O=C(c1ccco1)N1CCN(S(=O)(=O)Cc2ccc(Cl)cc2)CC1,4.0%,-4%
CCOC(=O)c1[nH]c2ccccc2c1NC(=O)CCN1CC(C)OC(C)C1 (stereo not given),-0.5%,·
COC(=O)c1ccc(/C=C2/C(=O)NC(=O)N(c3ccc(C(C)C)cc3)C2=O)cc1,-3.1%,0%
Cc1nonc1NC(=O)c1ccccc1Br,-1.9%,3%
O=[N+]([O-])c1ccc(CN2CCN(Cc3cccnc3)CC2)cc1,-0.4%,-1%
COc1ccc(NC(=O)c2c(C)oc3c2CCCC3)cc1,0.4%,-2%
CCN(CC)c1cc(C)c2ccccc2n1,-3.1%,·

Reprinted from the part before: 2 entries, followed by the next part.
mol,Hsp70 inhibitors,Rat MKP-3 inhibitors
COc1ccc(NC(=O)c2c(C)oc3c2CCCC3)cc1,0.4%,-2%
CCN(CC)c1cc(C)c2ccccc2n1,-3.1%,·
Cc1cc2c(C)cc(=O)oc2c2c1NCCC2,10%,0%
O=C(NC1C2CC3CC(C2)CC1C3)C1CC1 (stereo not given),3.9%,-14%
Brc1cc(Br)c2ncnc(N3CCCCC3)c2c1,3.2%,0%
NS(=O)(=O)c1ccc(NC(=O)COc2ccc(Cl)cc2)cc1,0.8%,0%
O=C(/C=C/c1ccc(OC(=O)c2cccnc2)cc1)c1ccccc1,3.2%,9%
CCC(C)C(C(=O)Nc1ccc(I)cc1)N1C(=O)c2ccccc2C1=O (stereo not given),1.1%,-2%
O=C(COC(=O)CC1CC2CCC1C2)NC(=O)NCc1ccco1 (stereo not given),13%,·
COc1ccccc1-c1nc(C(F)(F)F)c(OC)o1,-0.9%,2%
O=C(Nc1nccs1)c1ccc(NC(=O)c2ccco2)cc1,0.3%,-4%
C=CCOc1ccc2c(OC)c3ccoc3nc2c1OC,-1.5%&2.5%,-2%
COc1ccc2c(c1OC)C(=O)N(c1cccc(F)c1)C2=O,-1.6%,2%
CC(=O)NC1C(=O)N=C(SCc2ccccc2)NC1=O (stereo not given),·,-8%

mol,Hsp70 inhibitors,Rat MKP-3 inhibitors
CCn1cc(C(=O)Nc2ccc(C(=O)N3CCCC3)cc2)c(=O)c2ccc(C)nc21,-6.9%,-5%
Cc1ccc(C(=O)NC2(C(F)(F)F)N=C3SCCN3C2=O)cc1 (stereo not given),5.3%,·
CC(C)Cn1c(Cc2ccccc2)n[nH]c1=S,1.4%,·
CCOc1cc(OCC)cc(C(=O)Nc2ccc(F)cc2)c1,1.3%,0%
Cc1nc(NC(=O)C2C3CCC(O3)C2C(=O)O)sc1-c1ccccc1 (stereo not given),0.9%,2%
CCOC(=O)C1CCCc2c1[nH]c1c(C(N)=O)cccc21 (stereo not given),10%,·
Cc1cc(Cl)ccc1OCC(=O)Nc1cc(-c2nc3ccccc3o2)ccc1Cl,-9.5%,4%
CN(c1ccc(C(=O)NC2CC3CCC2C3)cc1)S(C)(=O)=O (stereo not given),3.6%,·
COc1ccc(S(=O)(=O)NC(CC(=O)NCC2CCCO2)c2ccco2)cc1 (stereo not given),3.8%,1%
Cc1cccc(-n2c(C)cc(/C=N/NC(N)=S)c2C)c1,3.0%,2%
CCN(CCO)c1ccc(-n2c(N)c(C(=O)OC)c3nc4ccccc4nc32)cc1,2.0%,-1%
Cc1ccc(C2CC(c3ccco3)n3ncnc3N2)cc1 (stereo not given),-1.5%,-3%

mol,Hsp70 inhibitors,Rat MKP-3 inhibitors
CCC(=O)Nc1nc2ccccc2n1Cc1ccccc1C,-0.2%,0%
COC(=O)C1=C(CSCc2ccco2)NC(=O)NC1c1cc(C)ccc1C (stereo not given),6.9%,-5%
COc1ccc(-c2n[nH]c(=S)n2-c2ccc(C)cc2)cc1,1.3%,0%
O=C(CSCc1c(Cl)cccc1Cl)Nc1nccs1,-4.2%,·
Cc1cc(C(=O)CSc2nnc(-c3ccccc3F)o2)c(C)n1Cc1cccs1,-1.8%,3%
COc1ccc(N2CC(C(=O)NCCC3=CCCCC3)CC2=O)cc1 (stereo not given),-0.3%,-13%
CCN1CCN(C(=O)c2cc3cc4cc(OC)ccc4nc3s2)CC1,-0.2%,-8%
O=C(/C=C/c1ccccc1Cl)c1cccnc1,-6.6%,·
CCCNC(=O)NC(=O)CSc1nc2ccccc2n1CC(C)C,-0.7%,-1%
CCCCn1c(Nc2ccccc2)nc2ccccc21,2.4%,·
Cc1ncoc1C(=O)Nc1nccs1,2.7%,-1%
CCOc1ccccc1CN1C(=O)c2ccccc2C1C(=O)NCC1CCCO1 (stereo not given),1.2%,-8%

molecule,Hsp70 inhibitors,Rat MKP-3 inhibitors
CCOC(=O)c1ccc(NC(=O)COc2ccc(Cl)cc2C)cc1,-1.4%,2%
Cc1c(Cl)cccc1NCN1C(=O)c2ccccc2C1=O,-3.2%,2%
Cc1c(Br)cc(C(=O)N2CCCC2)c(C)c1C,-1.4%,-10%
Cc1cc(C)cc(NC(=S)NCc2cccn2C)c1,0.2%,·
Cc1nc(-c2ccccc2)cc(=O)[nH]1,-2.7%,-9%
CC1CN(CC(=O)N2CCc3[nH]c4ccccc4c3C2)CC(C)O1 (stereo not given),7.0%,1%
O=C(Oc1ccc(-c2nnco2)cc1)N(c1ccccc1)c1ccccc1,-3.1%,-2%
CCOC(=O)COc1cc(C)ccc1C(C)(C)C,-3.4%,4%
CC(=O)Nc1ccc(C(=O)CSc2n[nH]c(-c3ccccc3)n2)cc1,-3.5%,1%
O=C1C(=O)c2ccccc2C(O)=C1[N+](=O)[O-],2.9%,106%*

Some of these compounds in order of molar mass, rising.
molecule,Hsp70 inhibitors,Rat MKP-3 inhibitors
Cc1cc(C)cc(NC(=S)NCc2cccn2C)c1,0.2%,·
O=[N+]([O-])c1ccc(CN2CCN(Cc3cccnc3)CC2)cc1,-0.4%,-1%
Brc1cc(Br)c2ncnc(N3CCCCC3)c2c1,3.2%,0%

(further entries)
molecule,Hsp70 inhibitors,Rat MKP-3 inhibitors
Cc1ccc(-c2nnn(CC(=O)N(CC(=O)NC3CCCC3)c3cnc4ccccc4c3)n2)o1,0.5%,8%
CCCCn1c(SCc2cc(=O)n3ccsc3n2)nc2cc(C(=O)OC)ccc2c1=O,1.4%,5%
O=C(NCC1CCCO1)/C(=C/c1ccc(-c2ccccc2Cl)o1)NC(=O)c1ccccc1 (stereo not given),-3.1%,2%
CCN1CCN(C(c2cccs2)C(C)NC(=O)c2cccnc2)CC1 (stereo not given),-5.5%,0%
O=C(c1cccc(Cl)c1Cl)N1CCN(c2ccccn2)CC1,-5.2%,-1%
CC(=O)C1=C(O)C(=O)N(CC(=O)O)C1c1ccccc1Cl (stereo not given),-6.9%,5%
COCCn1nnnc1CN1CCC(NC(=O)c2ccc(Br)cc2)CC1,0.9%,-5%
CCOc1ccc(/C=N/n2c(SC)nnc(C(C)(C)C)c2=O)cc1,4.7%,·
COc1ccc(C(=O)Nc2sc3c(c2C(=O)Nc2cccc4ccccc24)CCCC3)cc1OC,-2.5%,9%
CCCCOC(C)n1cc(F)c(=O)[nH]c1=O (stereo not given),·,0%

molecule,Hsp70 inhibitors,Rat MKP-3 inhibitors
COC(=O)c1ccc(C)c(NC(=O)CN2C(=O)c3ccccc3S2(=O)=O)c1,7.8%,·
Cc1cccc(N2CC(c3nc4ccccc4n3C)CC2=O)c1C (stereo not given),-4.9%,-12%
C=CCN(c1ccc(C(=O)O)cc1)S(=O)(=O)/C=C/c1ccccc1,0.2%,2%
CC(=O)Nc1ccc(S(=O)(=O)n2cnc(C)c2)cc1,1.1%,-4%
CCOC(=O)c1c(NC(=S)Nc2ccc(OC)cc2)sc2c1CCC2,6.6%,2%
O=C(NCc1nc2ccccc2[nH]1)c1cc2ccccc2oc1=O,-1.6%,11%
COc1ccc(C(=O)NCc2ccncc2)cc1[N+](=O)[O-],1.1%,-5%
Cc1ccc(CN2C3=NC(=O)CN3c3ccccc32)cc1,1.4%,-6%
COc1ccccc1-c1c(C#N)c(N)c(C#N)c2c1CCCC2,2.0%,-5%
Cc1c(SCCO)c(=O)[nH]c2cc3c(cc12)OCO3,1.6%,·

molecule,Hsp70 inhibitors,Rat MKP-3 inhibitors
Cn1cccc1C1Nc2ccccc2NC2=C1C(=O)CC(C)(C)C2 (stereo not given),-2.5%,·
Cc1ccc2nc(C3CCN(C(=O)NCc4ccccc4)CC3)[nH]c2c1,2.7%,-11%
CCOC(=O)CSc1nc2c(c(=O)n(Cc3ccccc3Cl)c(=O)n2C)n1C,1.0%,-11%
COC(=O)c1cccc(OC)c1[N+](=O)[O-],2.5%,-4%
CCOc1cc(-c2nn3cnnc3s2)cc(OCC)c1OCC,-0.5%,-1%
COc1ccc(C2/C(=C(/O)c3ccc(C)cc3)C(=O)C(=O)N2CCCCCC(=O)O)cc1OC (stereo not given),3.0%,1%
CCN(CC)CCOc1cc2c(nn1)Oc1ccccc1N2C,-0.8%,-14%
COC(=O)C1=CN(Cc2ccc(OC)cc2)C=C(C(=O)OC)C1c1ccsc1,1.5%,1%
COC(=O)c1ccc(C(=O)OC)c(NC(=O)/C=C/c2ccc(Cl)cc2)c1,-8.6%,1%
COCCCNC(=O)c1ccccc1C,-1.3%,3%

Continued (6 carried over from the part before).
molecule,Hsp70 inhibitors,Rat MKP-3 inhibitors
CCOc1cc(-c2nn3cnnc3s2)cc(OCC)c1OCC,-0.5%,-1%
COc1ccc(C2/C(=C(/O)c3ccc(C)cc3)C(=O)C(=O)N2CCCCCC(=O)O)cc1OC (stereo not given),3.0%,1%
CCN(CC)CCOc1cc2c(nn1)Oc1ccccc1N2C,-0.8%,-14%
COC(=O)C1=CN(Cc2ccc(OC)cc2)C=C(C(=O)OC)C1c1ccsc1,1.5%,1%
COC(=O)c1ccc(C(=O)OC)c(NC(=O)/C=C/c2ccc(Cl)cc2)c1,-8.6%,1%
COCCCNC(=O)c1ccccc1C,-1.3%,3%
Cc1ccc(-c2nc(CS(=O)CC(=O)NCCCN3CC(C)CC(C)C3)c(C)o2)cc1 (stereo not given),3.8%,-2%
Cc1ccc(-c2cc(-c3ccccc3Cl)c(C#N)c(N)n2)o1,-3.7%,-3%
Cc1ccc(S(=O)(=O)N(CC(=O)Nc2ccc(F)cc2)Cc2ccccc2)cc1,3.8%,0%
CCc1cc2c(=O)c(-c3nc4ccccc4[nH]3)coc2c(CN2CCC(C)CC2)c1O,4.0%,-4%
CSC1=Nc2sc3c(c2C2=NCCN12)CC(C)(C)OC3,0.2%,-3%
CN(C)c1ccc(C(=O)NCc2ccccn2)cc1,-4.4%,0%

A portion of the library, so the mix of outcomes need not match the whole.
